Assay outcomes from PubChem BioAssay.
MCF10A rerep – inducers of DNA re-replication in MCF 10A breast cells; MCF 10A DNA re-replication, Hoechst nuclear intensity, 48 h; Potency, µM (top dose mostly 46.1 µM), without a hit: top-dose activity, positive = re-replication, hits mostly activators; actives 2.9% (n = 350,000); also: potency is read from the fitted curve at half-maximal effect; % of control where 0% means no effect; nearly all actives have a fitted effect of over 50% in size
HT1080 IDH1KD tx – toxicity to HT-1080 IDH1 knockdown cells (counter line); HT-1080 IDH1 knockdown viability, ATP luminescence, 48 h; Potency, µM (highest dose often 46.1 µM), for the others: at the top dose activity, negative = toxicity, usual class: cytotoxic; actives 2% (n = 360,000);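 also: potency is read from the fitted curve at half-maximal effect; 0% = DMSO wells and -100% = cell-free medium wells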
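Knockdown cells (IDH1KD HT-1080) received compounds 2 h after plating at 750 cells/well and were kept 48 h at 37 °C in 5% FBS RPMI. A CellTiter-Glo luminescence read gave % activity for curve fitting.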
KB-3-1 cytotox – kills parental KB-3-1 adenocarcinoma cells; Potency, µM (top dose mostly 46.1 µM), for the others: at the highest dose activity change, negative = cytotoxic, actives largely listed as cytotoxic; AID 1347075; actives 1.4% (n = 400,000); KB-3-1 viability, CellTiter-Glo ATP luminescence, 72 h; also: potency is read from the fitted curve at half-maximal effect; % is scaled to controls: 0 for no effect and ±100 for the full control effect; nearly all actives have a fitted effect of over 60% in size
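KB-3-1 parental drug-naive adenocarcinoma cells in DMEM/10% FBS, incubated 72 h at 37 C with pin-transferred compounds across a concentration series. Viability by CellTiter-Glo luminescence; concentration-response curves fitted after normalization.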
DRD3 agonist – D3 dopamine receptor (human) agonism | D3R DiscoveRx beta-arrestin cells, luminescence, 90 min | max activation, % | actives 0.58% (n = 410,000) | AID 652048; in the data active = max activation above about 30%; also: 0% is about no effect; mostly tested at two doses, the higher about 12 µM
Target sequence (P35462 whole entry, looked up): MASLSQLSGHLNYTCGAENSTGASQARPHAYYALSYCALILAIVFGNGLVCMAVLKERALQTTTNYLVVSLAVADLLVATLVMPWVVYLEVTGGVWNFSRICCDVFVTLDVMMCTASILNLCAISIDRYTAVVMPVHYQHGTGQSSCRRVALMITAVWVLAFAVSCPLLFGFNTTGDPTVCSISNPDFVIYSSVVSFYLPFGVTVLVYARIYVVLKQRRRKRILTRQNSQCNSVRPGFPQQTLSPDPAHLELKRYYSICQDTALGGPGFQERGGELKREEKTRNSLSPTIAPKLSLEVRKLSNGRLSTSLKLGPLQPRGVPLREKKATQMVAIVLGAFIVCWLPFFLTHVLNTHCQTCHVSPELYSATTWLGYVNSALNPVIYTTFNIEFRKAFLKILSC
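Cells at 1500/well, incubated overnight, then treated with pinned compounds (dopamine as control) for 90 min at 37 degrees C. DiscoveRx reagent added for 30 - 60 minutes at room temperature; luminescence read.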
KB-V1 MDR tox – kills drug-selected multidrug resistant KB-V1 cells. Potency, µM (doses to about 46.1 µM), for the others: at the highest dose activity change, negative = cytotoxicity, hits mostly cytotoxic. actives 3.4% (n = 400,000). KB-V1 MDR cells viability, CellTiter-Glo, 72 h. AID 1347076; also: potency is read from the fitted curve at half-maximal effect; % is scaled to controls: 0 for no effect and ±100 for the full control effect; nearly all actives have a fitted effect of over 60% in size
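Compound-treated KB-V1 multidrug-resistant cells, 72 h, 37 degrees C; viability by CellTiter-Glo. Fitted qHTS curves give the values.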
SW480 rereplic – DNA re-replication induction in SW480 cells; SW480 DNA re-replication, Hoechst DNA content imaging, 48 h; Potency, µM (highest dose often 46.1 µM), without a hit: at the top dose re-replication activation, most hits filed as activators; actives 1.8% (n = 340,000); AID 624297; also: potency is read from the fitted curve at half-maximal effect; % of control where 0% means no effect; nearly all actives have a fitted effect of over 55% in size
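DNA re-replication was detected as more nuclei of elevated Hoechst intensity after 48 hr exposure to compound (23 nL pinned per well of 250 cells).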
HEK293 tox – cytotoxicity counter-screen for GLP-1 receptor inverse agonists; Potency, µM (highest dose often 38.3 µM), for the others: at the top dose activity change, negative = inhibition, most hits filed as inhibitors; HEK293 cAMP-luciferase reporter cells, luminescence, 24 h; actives 0.13% (n = 410,000);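 also: loss of luciferase light is scored as toxicity; potency is read from the fitted curve at half-maximal effect; % is scaled to controls: 0 for no effect and ±100 for the full control effect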
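Luminescence readout: signal drop marks cytotoxicity. Plated cells grew 12 h at 37 °C, 5% CO2, received 23 nL compound for 24 h, then got luciferase reagent, read after 12 min at RT.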
IL-1B inflam inh – inflammasome signaling inhibition, IL-1 beta readout | activity change, % at 57.5 µM | actives 4.7% (n = 360,000) | THP-1 LPS/ATP IL-1B secretion, AlphaLISA, 16 h; hits give low values; in the data active = activity change below about -50%; inconclusive = mostly about -30% to -49%; also: % is scaled to controls: 0 for no effect and ±100 for the full control effect
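THP-1 cells pretreated 1 hr with compounds (up to 57.5 uM final), then stimulated with LPS (250 ng/mL final) plus ATP (1.25 mM final); secreted IL-1B measured by AlphaLISA after 16 hr, decreased signal indicating inhibition.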
HT1080-NT tox – kills 2HG-producing HT-1080-NT fibrosarcoma cells; HT-1080-NT fibrosarcoma viability, CellTiter-Glo ATP luminescence, 48 h; AID 686970; Potency, µM (top dose mostly 46.1 µM), for inactives: top-dose activity, negative = less viability, actives largely listed as cytotoxic; actives 1.6% (n = 360,000);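 also: NT is the 2HG producing partner of a matched IDH1 knockdown line; potency is read from the fitted curve at half-maximal effect; 0% = DMSO-treated cells and -100% = media-only wells without cells; nearly all actives have a fitted effect of over 55% in size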
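Toxicity toward the 2HG-producing NT line was scored as %Activity, normalised to DMSO and no-cell wells, from CellTiter-Glo luminescence after 48 hours' treatment.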
An asterisk follows results filed as active; ? = inconclusive; . = not tested or not shown; & = joins results of further samples; [ ] = another dose, or the depositor's remark. Unless noted, calls follow the shape of the dose curve; as a rule, active = well fitted curve in the direction sought with a large enough effect; inconclusive = small, poorly fitted or top-dose-only effect, or another doubt; inactive = no such curve, though single readings can be large; an effect the other way counts as inactive or inconclusive.

entry	structure	DRD3 agonist	IL-1B inflam inh	SW480 rereplic	MCF10A rerep	HEK293 tox	HT1080-NT tox	KB-V1 MDR tox	HT1080 IDH1KD tx	KB-3-1 cytotox
1	O=C(Cn1c(CC(=O)N2CCCC2)nc2ccccc21)NCc1ccccc1	13	-13	0%	3%	-16%	12%	-22%	3%	3%
2	COc1ccccc1N1CCN(c2cnccn2)CC1	1	-10	-2%	0%	-2%	9%	-12%	-2%	0%
3	CCN1C(=O)C(CC(=O)Nc2ccccc2Cl)N(NC(=O)c2cccc(F)c2)C1=S (configuration not stated)	-18	7	?	?	-8%	0%	.	-10%	.
4	COc1ccc(NC(=O)c2c(C)oc3ccc(O)c(CN4CCC(C)CC4)c23)cc1	-11	.	.	.	-1%	.	-16%	.	-21%
5	COc1ccc(-c2nnn(CC(=O)Nc3sc4c(c3C#N)CCCC4)n2)cc1	-3	4	?	1%	11%	1%	24%	7%	-3%
6	CCn1ncc(Br)c1C(=O)Nc1sc2c(c1C(=O)OC)CCC2	1	5	-3%	7%	12%	0%	-15%	24%	5%
7	CCN1CCN(c2ccc(NC(=O)c3ccc4c(c3)OCCO4)cc2C)CC1	-7	?	-1%	-11%	-5%	-9%	-4%	5%	-5%
8	CCOc1ccccc1NC(=O)CSc1nnc(CC)c(CC)n1	-3	.	.	.	-9%	.	14%	.	9%
9	O=C(CSc1nnc(-c2ccccc2)o1)NC1CCCC1	3	-6	-3%	1%	-4%	3%	-6%	5%	17%
10	CNC(=O)c1[nH]cnc1C(=O)N[C@@H](Cc1ccccc1)C(=O)OCc1ccccc1	-7	55	3%	?	9%	-29%	-29%	-8%	-28%
11	CC(C)CC1(C)NC(=O)N(CC(=O)Nc2ccccc2Br)C1=O (configuration not stated)	-8	-4	2%	-2%	-2%	1%	-12%	2%	3%
12	COc1ccc(C2/C(=C(/O)c3ccc4c(c3)CC(C)O4)C(=O)C(=O)N2CCCn2ccnc2)cc1 (configuration not stated)	-3	0	-8%	-2%	1%	6%	0%	4%	2%
13	Cc1[nH]nc2c1C(c1ccc(Cl)cc1)C(C#N)=C(N)O2 (configuration not stated)	-6	-6	-5%	0%	-12%	10%	-2%	14%	-5%
14	CC1=C(C(=O)OC(C)C)C(c2cccs2)N2C(=O)CCSC2=N1 (configuration not stated)	21	-6	-1%	-22%	-6%	13%	5%	6%	4%
15	COC(=O)NC1c2ccccc2Oc2ccccc21	-24	-5	-5%	-3%	23%	1%	0%	-7%	-3%
16	Cc1nc(Cl)c(C#N)c2c1CCCC2	-1	35	2%	-3%	-11%	-1%	-4%	20%	15%
17	Cn1c(SCc2ccccc2C#N)nc2ccccc2c1=O	16	0	24%	?	8%	0%	-12%	-22%	-3%
18	CCc1ccccc1NC(=O)c1cc2sccc2n1C	-1	7	-9%	8%	-11%	-2%	?	0%	-13%
19	Cc1cc2c(cc3c(=O)n(CC(=O)NCCCN4CC(C)CC(C)C4)ncn32)s1 (configuration not stated)	-16	?	24%	?	-8%	8%	?	21%	-5%
20	COc1cccc(NC(=O)CN(C)CC(=O)NC(C)c2ccccc2)c1 (configuration not stated)	2	10	-3%	-5%	8%	6%	5%	11%	-15%
21	COc1ccccc1CNC(=O)N/C=C/c1ccc(Cl)cc1	5	2	10%	-1%	0%	2%	-1%	-21%	1%
22	Cc1ccc(S(=O)(=O)N2CCC[C@H]2C(=O)OCC(=O)Nc2ccc3c(c2)OCO3)cc1	-1	-4	-4%	-1%	-13%	9%	1%	8%	13%
23	COc1ccc(N(CC(=O)NCCc2ccccc2)S(=O)(=O)c2c(C)nn(C)c2C)cc1	-8	.	.	.	-5%	.	-10%	.	10%
24	Cc1ccc(S(=O)(=O)c2nnn3c2nc(N2CCN(c4ccccn4)CC2)c2ccccc23)cc1	3	-25	2%	-5%	2%	3%	-3%	-1%	-6%
25	CCOC(=O)c1nc(NCc2ccc(Cl)cc2)c2c(C)noc2n1	17	.	.	.	-3%	.	24%	.	2%
26	Cc1ccccc1-n1c(SCC(=O)N2CCC(C(=O)O)CC2)nnc1-c1ccncc1	1	2	-7%	-2%	2%	12%	9%	-3%	28%
27	COc1ccc(NC(=O)CSc2nnc(-c3ccccn3)n2N)c(OC)c1	-6	-11	-12%	-179%[0.0737 µM]	2%	-2%	-10%	-10%	-3%
28	Cc1ccc(-c2nnn(CC(=O)NCC3CC3)n2)o1	6	0	-1%	2%	0%	12%	4%	11%	6%
29	CNS(=O)(=O)c1ccc(OC)c(-c2nnc3c4ccccc4c(C)nn23)c1	1&2	?	-2%	-1%	3%&-13%	-10%	?	-10%	6%
30	COc1ccc(NC(=O)COC(=O)CC23CC4CC(CC(C4)C2)C3)c([N+](=O)[O-])c1	7	0	.	?	-13%	-3%	?	-8%	0%

Three compounds picked at random from the list so far, as already listed:
entry	structure	DRD3 agonist	IL-1B inflam inh	SW480 rereplic	MCF10A rerep	HEK293 tox	HT1080-NT tox	KB-V1 MDR tox	HT1080 IDH1KD tx	KB-3-1 cytotox
30	COc1ccc(NC(=O)COC(=O)CC23CC4CC(CC(C4)C2)C3)c([N+](=O)[O-])c1	7	0	.	?	-13%	-3%	?	-8%	0%
4	COc1ccc(NC(=O)c2c(C)oc3ccc(O)c(CN4CCC(C)CC4)c23)cc1	-11	.	.	.	-1%	.	-16%	.	-21%
18	CCc1ccccc1NC(=O)c1cc2sccc2n1C	-1	7	-9%	8%	-11%	-2%	?	0%	-13%

Continuation:
entry	structure	DRD3 agonist	IL-1B inflam inh	SW480 rereplic	MCF10A rerep	HEK293 tox	HT1080-NT tox	KB-V1 MDR tox	HT1080 IDH1KD tx	KB-3-1 cytotox
31	COCCNS(=O)(=O)c1cc(-c2nn(C)c(=O)c3ccccc23)ccc1C	1	24	-4%	0%	-16%	-20%	?	-11%	0%
32	CCOC(=O)N1CCN(C(=O)COc2ccc3ccccc3c2Br)CC1	-3	?	19%	29%	2%	-6%	?	-6%	?
33	CC(O)Cc1nsc(NC(=O)c2ccc(Br)o2)n1 (configuration not stated)	18	7	13%	4%	10%	4%	-4%	2%	6%
34	O=C(CCNS(=O)(=O)/C=C/c1ccccc1)NCCc1c[nH]c2ccccc12	24	-12	?	-10%	-7%	-23%	1%	-1%	-4%
35	O=C(O)CCC(=O)N1CCN(c2ncccn2)CC1	0	18	-9%	0%	-1%	14%	-14%	19%	-7%
36	COc1cc(/C=C/C(=O)OCC(=O)NCCc2ccc(S(N)(=O)=O)cc2)ccc1OCC#N	-5	-9	2.6µM*	?	-1%	-1%	-5%	-3%	4%
37	Cc1cc(C(=O)Nc2ccc(Nc3ccccc3)cc2)ccc1[N+](=O)[O-]	0	-65*	18%	?	-28%	-25%	?	?	?
38	Cn1cc(CNC(=O)C2CCC(=O)N(Cc3ccccc3F)C2)cn1 (configuration not stated)	0	4	-4%	0%	13%	0%	15%	10%	22%
39	COc1ccc(C2C(C(C)=O)=C(C)Nc3ncnn32)cc1 (configuration not stated)	1	17	4%	-8%	-1%	0%	20%	6%	1%
40	Cn1c(C(=O)O)c(CC(=O)NCC2COc3ccccc3O2)c2ccccc21 (configuration not stated)	-1	15	-3%	0%	1%	2%	22%	14%	7%
41	CC(C)(C)OC(=O)C[C@@H]1C/C=C\C[C@@H](CC(=O)N(CCO)Cc2ccccc2)C(=O)N[C@H](Cc2c[nH]c3ccccc23)COC1=O	7	-21	-2%	?	12%	-4%	2%	-9%	15%
42	Nc1ccc(-c2cc(NC=O)c3ncc(-c4cccc(C(F)(F)F)c4)n3c2)cn1	3	-22	.	.	-10%	-8%	6%	-26%	0%
43	O=C(CSCc1ccccc1Cl)NN=C1CCCCCC1	-5	-20	-3%	0%	-8%	-1%	11%	6%	-2%
44	CC(C)COC(=O)N(C)C[C@H]1OCc2cnnn2CCCC(=O)N([C@@H](C)CO)C[C@H]1C	8	27	.	.	-34%	-17%	7%	-13%	14%
45	CC(NCc1ccc2c(c1)n(C)c(=O)n2C)c1ccccc1 (configuration not stated)	-1	.	.	.	0%	.	-6%	.	8%
46	O=C1CC(N2CCC(c3nc4ccccc4[nH]3)CC2)C(=O)N1c1cccc(F)c1 (configuration not stated)	-2	17	-1%	4%	22%[7.66 µM]	6%	23%	9%	-2%
47	CC1=CC(c2ccccc2)=NS(=O)(=O)N1	-1	-104*	?	-2%	0%	1%	0%	0%	0%
48	CCOc1ccccc1NS(=O)(=O)c1ccc2c(c1)n(C)c(=O)c(=O)n2C	1	-3	-7%	-33%[inhibitor]	9%[1.53 µM]	12%	?	7%	6%
49	Cc1cc(=O)n2c(n1)OC(CO)C2 (configuration not stated)	5	-1	3%	-14%	-1%	4%	6%	-1%[9.24 µM]	-3%
50	CCOC(=O)/C=C1\SCC(=O)N1CC(=O)Nc1ccc(OC)c(OC)c1	1	28	-1%[9.22 µM]	-3%	20%	6%	15%	14%	0%
51	O=C(NCc1ccco1)c1cc(Cl)nc(Cl)c1	2	-24	0%	13%	-9%	-26%	-14%	-23%	-5%
52	C/C(=N/NC(=O)c1ccc2c(c1)OCO2)c1ccc(Br)s1	-4	-4	-7%	1%	-1%	0%	-6%	-1%	4%
53	CCN(Cc1ccccc1)C(=O)Cn1c(=O)cc(C)c2c(C)nn(-c3cccc(F)c3)c21	6	.	.	.	1%	.	10%	.	9%
